From PubChem BioAssay
MT stabilize HCS: microtubule stabilization, imaging screen | HeLa tubulin immunostaining HCS, 24 h; share of cells brighter than vehicle mean+2SD | % tubulin-high responders, % at 10 µM | 200,000 tested, 0.83% active | AID 2205;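 active means plate Z-score above 3 for both tubulin-high and condensed-nucleus cell shares, with cell loss under 80%, at 10 µM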;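 further: anti alpha tubulin signal scored within the nucleus-defined area of each cell; some results filed as inactive read as strong as hits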
TNAP activation fold: stimulation of alkaline phosphatase TNAP activity – biochemical, luminescent, no phosphate acceptor, uHTS, primary screen (AID 1001); purified TNAP, luminescent activation assay, no phosphate acceptor; higher activation fold means a stronger effect; activation fold at 20 µM; hits with a dose series show EC50 in µM; 200,000 tested, 0.03% active; in the data active means activation fold from about 3, or a potency from the dose series; inactive means the rest, 99 in 100 with activation fold below about 1.6; further: many of its hits are not listed in these tables
Ins promoter up: MIN6 insulin promoter up-regulation | 190,000 tested, 0.3% active | z-score at 5 µM | AID 1625 | MIN6 insulin promoter-GFP reporter, high-content imaging; stronger effect = higher value;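 active means z-score above 3 at 5 µM with at least 500 cells counted in the well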
bCat nuc transl: beta-catenin nuclear translocation modulation; HeLa beta-catenin nuclear translocation, immunofluorescence imaging; nuclear translocation activity, % at 5 µM; 190,000 tested, 0.3% active;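 active means nuclear translocation activity above 50% at 5 µM, with a well cell count of 50 or more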;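 further: per-cell ratio of nuclear to cytoplasmic median beta-catenin stain intensity; plate controls were DMSO negative control for no effect and GSK-3 inhibitor IX positive control for full effect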
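Test system: human HeLa cells, endogenous beta-catenin. Times: 24 h compound exposure, 37°C. Measured by: beta-catenin immunofluorescence imaging with DAPI.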
Autophagy mod: modulators of autophagy. calls only at 10 µM (by protocol). MEF GFP-LC3 puncta imaging; test concentration mostly 10 µM. AID 463193. 190,000 tested, 0.98% active;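 active means percentage of spot-positive cells more than 3 SD above its plate mean, without a fluorescence outlier flag or 80% toxicity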;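 further: spot-positive cell cutoff set from DMSO-treated cells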
Lipid droplet: hepatic lipid droplet formation modulation | 240,000 tested, 0.4% active | inhibition, % at 6.5 µM | AML12 mouse hepatocytes, oleate lipid droplets, BODIPY imaging | AID 1656;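 active means lipid droplet intensity inhibited by at least 50%, with more than 500 cells counted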
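material = mouse AML12 hepatocyte cell line, fixed after treatment | also added = 100 µM oleic acid challenge | doses = compound at 6.5 µM only | schedule = overnight exposure | technique = Image-based BODIPY and DAPI two-channel analysis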
human PMI inhibitors: human PMI inhibitors, high substrate, primary screen, biochemical, fluorescence intensity, high mannose 6-phosphate (AID 1220); recombinant PMI enzyme, coupled fluorescence intensity; higher % means a stronger effect; inhibition, % at 20 µM, or IC50 in µM where a hit was titrated; 190,000 tested, 0.66% active
T cell modulator: T cell immune modulators affecting CD8 T cell-vesicle binding | 2C CD8+ T cell-vesicle binding, flow cytometry; stronger effect = lower value | 330,000 tested, 0.068% active | calls only at 7 µM | AID 2052;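 active means response, share of CD8 T cells binding vesicles, and their 90th percentile fluorescence all below set limits, cut at about 80% in these data, passing the limit was not always enough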
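Also added: QL9-peptide-loaded Drosophila micro-vesicles bearing Ld, ICAM-1 and B7-1; Test system: purified 2C TCR transgenic mouse naive CD8+ T cells; Measured by: cytometric PE anti-B7-1 and Alexa647 anti-CD8 signals after 1% paraformaldehyde fixation; Timing: binding step 1.5 h, 37 °C, antibody labelling 20 min, ice.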
PMI inhibitors: MPI enzyme activity inhibition – biochemical, fluorescence intensity, coupled assay, primary screen (AID 1209); 190,000 tested, 0.42% active; purified PMI enzyme, coupled fluorescence intensity; higher % means a stronger effect; inhibition, % at 20 µM, or IC50 in µM where a hit was titrated;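 further: plate controls were DMSO vehicle for no effect and wells lacking substrate for full effect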
Ins promoter up cell count: recorded beside Ins promoter up, whose call it bears; cell count; measured here: cytotoxicity, nuclei count;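 total cells summed across four imaged fields per well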
Lipid droplet cells 6.5 µM: recorded beside Lipid droplet, whose call it bears; cell count; measured here: cell count, cytotoxicity flag;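 cells counted across two imaged fields per well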
bCat nuc transl cell count 5 µM: second read-out of bCat nuc transl, no call of its own (marks repeat the call); cell count; measured here: cell count, cytotoxicity flag
T cell modulator vesicle-bound %: further read-out of T cell modulator, marked with its call; double positive events, %; measured here: CD8+ vesicle-bound cell fraction;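 binding gate set so that unloaded-vesicle control wells show 10% double positive cells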
MT stabilize HCS Hoechst-high %: also measured in MT stabilize HCS; calls as there; % Hoechst-high responders; measured here: nuclear condensation Hoechst responders;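 share of cells brighter than vehicle mean plus two SD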
MT stabilize HCS cytotoxicity %: second read-out of MT stabilize HCS, no call of its own (marks repeat the call); toxicity, %; measured here: cytotoxicity by cell density;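 0% = mean cell density of plate MIN control wells and 100% = no cells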
Autophagy mod cell loss 18 h: further read-out of Autophagy mod, marked with its call; toxicity, %; measured here: cell loss, nuclei count;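 cell loss after 18 h compound exposure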
Starred values were filed as active, the others as inactive; i = inactive; nt = no result given; + = active, no number. Unless noted, no stated cut-off is given here; in the data, active means inhibition above about 50%; inactive means the rest.

cpd	smiles	MT stabilize HCS	MT stabilize HCS Hoechst-high %	MT stabilize HCS cytotoxicity %	TNAP activation fold	Ins promoter up	Ins promoter up cell count	bCat nuc transl	bCat nuc transl cell count 5 µM	Autophagy mod	Autophagy mod cell loss 18 h	Lipid droplet	Lipid droplet cells 6.5 µM	human PMI inhibitors	T cell modulator	T cell modulator vesicle-bound %	PMI inhibitors
1	O=C(NCC1CCCN(C(=O)c2cscn2)C1)c1ccccc1Cl (stereo not given)	nt	nt	nt	1.1	0.07	1433	0.2	1014	i	-15	0	654	-3%	i	18	1%
2	CCNS(=O)(=O)c1ccc(CCC(=O)Nc2cc(Cl)ccc2Oc2ccccc2)cc1	3.0	3.8	13	1.2	-0.65	1645	-0.9	1357	i	-23	nt	nt	16%	i	28	23%
3	O=C(Nc1ccc(Cl)cc1)Nc1cnccn1	3.0	1.7	1.8	1	-0.2	1475	-0.1	1029	i	-5	-1	695	0%	i	48	4%
4	CN(C)S(=O)(=O)c1cccc(C(=O)c2nccn2C)c1	2.5	2.4	3.1	0.9	0.49	1189	-0.2	941	i	1	36	733	-13%	i	44	-22%
5	CCCS(=O)(=O)C(=C(Nc1ccccc1)Nc1ccccc1)S(=O)(=O)CCC	1.5	1.5	7.6	1.1	0.17	943	4.2	1045	i	29	-3	781	-5%	i	17	5%
6	O=C(Nc1ncc(Cc2cccc(Cl)c2)s1)C1=NCCN1	3.6	1.9	5.0	1.3	-0.34	1559	3.7	1372	i	-32	nt	nt	9%	i	33	-4%
7	Cc1cc(C)c(C)c(S(=O)(=O)N2CCC(C(=O)Nc3ccccc3N3CCOCC3)CC2)c1C	3.3	2.5	5.3	1.1	-0.4	1370	0.7	1091	i	15	-4	590	7%	i	37	8%
8	C=CCn1c(SCC(=O)NCc2ccccc2)nnc1-c1cc(Br)ccc1O	2.4	1.6	2.5	1	1.1	799	-0.7	1109	i	0	5	777	1%	i	58	2%
9	Cc1cccc(N2CCN(C(=O)Cc3ccc(-n4c(=O)[nH]c5ccsc5c4=O)cc3)CC2C)c1 (stereo not given)	2.7	3.4	8.8	1.1	-0.34	1229	nt	nt	i	-4	-7	698	10%	i	46	19%
10	O=C(C1=C[C@H](c2coc3ccccc3c2=O)C[C@H](OCCCCO)O1)N1CCN(Cc2ccccc2)CC1	1.8	1.2	1.5	1.1	-0.65	1461	-2.6	1125	i	15	6	692	13%	i	14	12%
11	Clc1ccc(C(c2nnnn2C2CCCC2)N2CCSCC2)cc1 (stereo not given)	3.5	1.9	9.9	1.1	nt	nt	-1.3	998	i	15	nt	nt	3%	i	14	4%
12	C/C(=N\O)c1c(O)cc(-c2ccccc2)n(-c2ccccc2)c1=O	nt	nt	nt	nt	-0.54	1127	1.5	1236	nt	nt	-30	715	nt	i	26	nt
13	CCOC(=O)Cc1csc(NC(=O)Cc2ccc([N+](=O)[O-])cc2)n1	2.3	3.0	4.6	1.1	1.3	1301	-1.8	1064	i	27	5	632	-5%	i	43	-3%
14	O=S(=O)(Cc1cc(Sc2ccc(Cl)cc2)nc(-c2ccccc2)n1)c1ccccc1	1.1	1.2	13	1.1	-0.28	851	nt	nt	i	-3	7	745	9%	i	18	12%
15	Cc1ccc(-c2nc3ccccc3[nH]2)cc1NC(=S)NC(=O)c1ccccc1Br	2.6	2.0	9.3	1	-0.15	1605	-2.1	1337	i	-7	nt	nt	11%	i	38	12%
16	COc1cc(C2C(C(=O)Nc3ccccc3OC)=C(C)Nc3ncnn32)ccc1O (stereo not given)	2.8	3.2	8.3	0.8	1	995	nt	nt	i	6	nt	nt	23%	i	35	-3%
17	O=C(O)C1CCC(Cn2c(SCc3cc(=O)n4cc(Br)ccc4n3)nc3ccsc3c2=O)CC1 (stereo not given)	3.9	1.2	3.8	1	-0.59	1539	-2.8	1103	i	-20	4	683	6%	i	4	-1%
18	O=C(CN1C2CCC1CC(NC(=O)C1CC1)C2)NCc1ccccc1 (stereo not given)	3.2	1.3	12	1.1	0.19	1257	-9.7	1028	i	-9	nt	nt	-2%	i	19	-2%
19	CCOc1ccc(-n2c(SCC(=O)Nc3ccc4c(c3)OCO4)nc3c(c2=O)SCC3)cc1	nt	nt	nt	1	-0.47	1869	1.5	1012	nt	nt	-3	540	-6%	nt	nt	8%
20	CCSc1nc2nn(-c3ccccc3)c(=O)c-2c2n1CCCCC2	2.1	1.7	1.7	1	0.24	840	2.3	1120	i	-4	-5	727	10%	i	6	16%
21	Cc1cc(C)n2cc(CSCC(=O)O)nc2n1	1.7	2.2	0.7	0.9	-0.18	1393	-1.2	1125	i	11	6	704	-2%	i	40	1%
22	O=C1C(Cl)=C(NCC2CCCO2)C(=O)N1c1cccc(Cl)c1Cl (stereo not given)	3.5	1.5	4.2	1	0.25	1272	0.1	1385	i	6	nt	nt	10%	i	53	-1%
23	CCn1c(CSc2nc3ccccc3n2C)nc2ccccc21	2.4	1.6	2.9	1.1	0.26	1126	-1.4	779	i	-6	nt	nt	-4%	i	5	-4%
24	CCOC(=O)C(NC(=O)N1CCCCC1)(c1ccccc1)C(F)(F)F (stereo not given)	3.3	1.8	4.5	1.1	0.3	1504	1.4	1401	i	11	nt	nt	-1%	i	37	3%
25	O=C1c2cccc(OCC(=O)N3N=C(c4cccs4)CC3c3ccc(F)cc3)c2CCN1Cc1ccccc1 (stereo not given)	2.8	0.7	3.2	1.2	-0.72	1065	5.6	996	i	17	-1	660	10%	i	44	9%
26	Cc1cc(C)nc(-n2nc(C)c3c(=O)[nH]c(C(F)(F)F)nc32)n1	4.6	3.0	1.3	1.1	1.2	1055	-4.3	888	i	-8	nt	nt	0%	i	35	3%
27	CCOC(=O)Cc1cc(C)[nH]c1C(=O)OCC	nt	nt	nt	nt	-0.4	1057	0.3	1251	nt	nt	-10	798	nt	i	46	nt
28	CCC(=O)c1cc2c(C)cc(=O)oc2c(C)c1OC(=O)C(C)C	2.4	3.6	10	1	0.02	1027	-3.8	524	i	6	8	667	-16%	i	35	-15%
29	CN(C)/C=C1/Oc2c(ccc3ccccc23)C1=O	1.4	1.5	7.4	1.1	0.81	1160	-1.0	1017	i	4	5	702	59%*	i	48	22%
30	O=c1c2c3c(sc2nc2n1CCC2)CCCCC3	1.2	2.5	14	1	-0.3	1372	0.8	1578	+	-2.4*	9	711	2%	i	38	6%
31	COC(=O)Cn1c(=O)c2c(n(Cc3ccccc3)c1=O)N/C(=C/c1ccc(OC)cc1)C2=O	nt	nt	nt	nt	0.09	971	1.2	1276	nt	nt	9	722	nt	i	41	nt
32	COc1cccc(C2C3=C(CC(C)(C)CC3=O)Nc3cc(OC)c(OC)cc32)c1 (stereo not given)	2.1	1.9	15	1.2	-0.52	1365	-1.7	1100	i	10	3	678	-8%	i	14	-13%
33	COCCn1c(C)cc(C(=O)CSc2nc(C)cc(C)c2C#N)c1C	4.2	0.2	31	1	0.24	1259	-3.7	1173	i	1	8	723	2%	i	18	4%
34	COc1cc(OC)c(C2=NOC(C(=O)N3CCc4ccccc4C3)C2)cc1Cl (stereo not given)	3.1	1.6	8.0	1.1	0.38	853	nt	nt	i	-6	-6	740	0%	i	16	11%
35	COc1cccc(C(=O)N2CCN(C(=O)Cc3ccccc3)CC2)c1	1.8	2.1	6.5	1.1	-1.2	1334	-0.9	1114	i	6	nt	nt	-3%	i	51	-7%
36	CCc1ccc(N(CC)C(=O)c2ccc3c(Cl)c4c(nc3c2)CCC4)cc1	4.0	2.3	7.7	1	0.78	1233	-1.4	485	i	5	1	718	-5%	i	37	-7%
37	CCOC(=O)c1cnc(SCc2nc(N)nc(Nc3ccccc3OC)n2)nc1N	3.3	0.8	9.6	1.2	nt	nt	-16	1218	i	-6	8	754	5%	i	36	6%
38	Cc1ccc(-n2c(C)cc(C3N=C(N)Nc4nc5ccccc5n43)c2C)c(C)c1 (stereo not given)	3.7	2.8	8.2	2.5	-2.6	1154	1.0	1006	i	9	-22	740	16%	i	11	15%
39	Cc1nc(C)c(-c2ccn(C(=O)NC(C)C)n2)s1	nt	nt	nt	nt	-0.31	1020	0.1	1270	nt	nt	-2	663	nt	i	8	nt
40	O=C(NCCCO)/C(=C\c1cn(-c2ccccc2)nc1-c1cccnc1)NC(=O)c1ccccc1	3.5	4.8	3.5	1.1	-0.07	1293	-4.2	569	i	-15	20	534	6%	i	55	3%

An excerpt from above in order of the TNAP activation fold value, descending:
| entry | Compound | TNAP activation fold |
| --- | --- | --- |
| 38 | Cc1ccc(-n2c(C)cc(C3N=C(N)Nc4nc5ccccc5n43)c2C)c(C)c1 (stereo not given) | 2.5 |
| 29 | CN(C)/C=C1/Oc2c(ccc3ccccc23)C1=O | 1.1 |
| 36 | CCc1ccc(N(CC)C(=O)c2ccc3c(Cl)c4c(nc3c2)CCC4)cc1 | 1 |

(next part)
cpd	smiles	MT stabilize HCS	MT stabilize HCS Hoechst-high %	MT stabilize HCS cytotoxicity %	TNAP activation fold	Ins promoter up	Ins promoter up cell count	bCat nuc transl	bCat nuc transl cell count 5 µM	Autophagy mod	Autophagy mod cell loss 18 h	Lipid droplet	Lipid droplet cells 6.5 µM	human PMI inhibitors	T cell modulator	T cell modulator vesicle-bound %	PMI inhibitors
41	CC(C)C(=O)NNC(=O)CSc1nnnn1C(C)C	2.3	2.2	9.6	1.1	0.13	1447	0.2	1518	i	-10	-36	680	10%	i	1	5%
42	Cc1ccc(Cc2nnc3n(-c4cccc(C)c4)nc(C(=O)c4ccccc4)n3c2=O)cc1	5.0	1.7	3.5	1.1	nt	nt	2.7	1194	i	1	-17	716	2%	i	25	4%
43	CCC(=O)Nc1nonc1-c1nc2ccccc2n1CCC(C)C	8.4	3.0	1.7	1.1	0.45	1225	-1.7	856	i	2	nt	nt	4%	i	27	8%
44	NNC(=O)c1ccc2ccccc2n1	1.1	1.8	5.9	1.1	0.18	1215	-0.1	1022	i	11	0	696	-3%	nt	nt	-15%
45	COc1ccccc1-c1nnc(SC2CCc3ccccc3NC2=O)s1 (stereo not given)	3.5	1.2	7.0	1.1	nt	nt	nt	nt	i	-6	-5	751	0%	i	51	-7%
46	Cc1ccc2c(=O)c(C(=O)NCc3cccs3)c[nH]c2c1	2.4	1.6	4.4	1	nt	nt	11	484	i	1	2	748	14%	i	25	14%
